GLS inhibitor: qHTS for Inhibitors of Glutaminase (GLS). GLS enzymatic activity, qHTS titration. Glutaminase kidney isoform, mitochondrial (Homo sapiens), O94925. 0.21% of 410,000 active. Potency, µM (titrated, usually from 45.5 µM), for inactives: at the highest dose activity change, negative = inhibition, usual class: inhibitors; note: potency is the fitted concentration of half-maximal effect; % is set by controls: 0 for no effect and ±100 for the full control effect
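hKGA in 45 mM KH2PO4 (pH 8.2), 0.02% Tween-20 with compound, then 1mM L-Glutamine (stock as added) plus glutamate oxidase/HRP/Amplex red coupling mix. Fluorescence read initially and after 30 min at RT; signal change reflects glutamate formation.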
PI4K2A block: qHTS for small molecular inhibitors of PI4K2A; purified PI4K2A, ADP-Glo luminescence, 1 h; active compounds read low; activity change, negative = inhibition, % at 76.9 µM; 0.13% of 420,000 active; AID 1346378, 2018; in the data active = activity change below about -50%; inconclusive = mostly about -30% to -49%;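 note: -100% = wells without enzyme as full effect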
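PI4K2A activity was measured by ADP-Glo luminescence: enzyme (4 ug/mL stock) and phosphatidylinositol (1.2 mM stock) in Tris pH 7.5/MgCl2/EGTA/Triton X-100 buffer were reacted with ATP (300 microM stock) for one hour at ambient temperature.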
JMJD2A Tudor: qHTS Assay for Inhibitors of JMJD2A-Tudor Domain. Potency, µM (doses to about 114 µM), for inactives: at the highest dose activity change, negative = inhibition, hits mostly inhibitors. Lysine-specific demethylase 4A (Homo sapiens), O75164. AID 504339, 2011. AlphaScreen JMJD2A-Tudor / H3K4me3 peptide binding. 4.4% of 390,000 active; note: potency is the fitted concentration of half-maximal effect; % is set by controls: 0 for no effect and ±100 for the full control effect; nearly all actives have a fitted effect of over 50% in size
G9a block: qHTS Assay for Inhibitors of Histone Lysine Methyltransferase G9a | Potency, µM (doses to about 102 µM), without a hit: at the top dose activity, negative = inhibition, usual class: inhibitors | Histone-lysine N-methyltransferase EHMT2 (Homo sapiens), Q96KQ7 | 8.8% of 350,000 active | AID 504332, 2011 | G9a H3K9 monomethylation, AlphaScreen, 2 h; note: potency is the fitted concentration of half-maximal effect; % is set by controls: 0 for no effect and ±100 for the full control effect; nearly all actives have a fitted effect of over 75% in size
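G9a (20 nM) preincubated 15 min RT with compounds, then 500 nM biotinylated H3K9 peptide and 20 uM SAM added; 2 h RT reaction. Monomethyl-H3K9 product detected by AlphaScreen with anti-H3K9me1 antibody, streptavidin donor and anti-rabbit IgG acceptor beads.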
HP1b binding inh: HTS for Inhibitors of HP1-beta Chromodomain Interactions with Methylated Histone Tails | Chromobox protein homolog 1 (Homo sapiens), P83916 | AlphaScreen HP1-beta / biotin-H3K9me3 peptide binding | Potency, µM (top dose mostly 114 µM), inactives show at the top dose activity change, negative = inhibition, usual class: inhibitors | 0.56% of 390,000 active; note: potency is the fitted concentration of half-maximal effect; nearly all actives have a fitted effect of over 70% in size; inactives centre near 23
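HP1-beta protein (50 nM final) preincubated 30 min at room temperature with biotinylated H3(1-18)K9me3 peptide (50 nM) in PBS pH 7.4, 0.01% Tween-20, then compound added for 30 min. AlphaScreen streptavidin donor/nickel chelate acceptor beads (10 ug/mL final), 30 min dark, luminescence read.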
BAZ2B inh: qHTS Assay for Inhibitors of BAZ2B | Bromodomain adjacent to zinc finger domain protein 2B (Homo sapiens), Q9UIF8 | Potency, µM (doses to about 114 µM), for the others: at the top dose activity change, negative = inhibition, hits mostly inhibitors | 4.4% of 360,000 active | AID 504333, 2011 | AlphaScreen BAZ2B-H3K14Ac peptide displacement; note: potency is the fitted concentration of half-maximal effect; % is set by controls: 0 for no effect and ±100 for the full control effect; nearly all actives have a fitted effect of over 60% in size
Target sequence (Q9UIF8 whole entry, looked up, the tested form may be a part): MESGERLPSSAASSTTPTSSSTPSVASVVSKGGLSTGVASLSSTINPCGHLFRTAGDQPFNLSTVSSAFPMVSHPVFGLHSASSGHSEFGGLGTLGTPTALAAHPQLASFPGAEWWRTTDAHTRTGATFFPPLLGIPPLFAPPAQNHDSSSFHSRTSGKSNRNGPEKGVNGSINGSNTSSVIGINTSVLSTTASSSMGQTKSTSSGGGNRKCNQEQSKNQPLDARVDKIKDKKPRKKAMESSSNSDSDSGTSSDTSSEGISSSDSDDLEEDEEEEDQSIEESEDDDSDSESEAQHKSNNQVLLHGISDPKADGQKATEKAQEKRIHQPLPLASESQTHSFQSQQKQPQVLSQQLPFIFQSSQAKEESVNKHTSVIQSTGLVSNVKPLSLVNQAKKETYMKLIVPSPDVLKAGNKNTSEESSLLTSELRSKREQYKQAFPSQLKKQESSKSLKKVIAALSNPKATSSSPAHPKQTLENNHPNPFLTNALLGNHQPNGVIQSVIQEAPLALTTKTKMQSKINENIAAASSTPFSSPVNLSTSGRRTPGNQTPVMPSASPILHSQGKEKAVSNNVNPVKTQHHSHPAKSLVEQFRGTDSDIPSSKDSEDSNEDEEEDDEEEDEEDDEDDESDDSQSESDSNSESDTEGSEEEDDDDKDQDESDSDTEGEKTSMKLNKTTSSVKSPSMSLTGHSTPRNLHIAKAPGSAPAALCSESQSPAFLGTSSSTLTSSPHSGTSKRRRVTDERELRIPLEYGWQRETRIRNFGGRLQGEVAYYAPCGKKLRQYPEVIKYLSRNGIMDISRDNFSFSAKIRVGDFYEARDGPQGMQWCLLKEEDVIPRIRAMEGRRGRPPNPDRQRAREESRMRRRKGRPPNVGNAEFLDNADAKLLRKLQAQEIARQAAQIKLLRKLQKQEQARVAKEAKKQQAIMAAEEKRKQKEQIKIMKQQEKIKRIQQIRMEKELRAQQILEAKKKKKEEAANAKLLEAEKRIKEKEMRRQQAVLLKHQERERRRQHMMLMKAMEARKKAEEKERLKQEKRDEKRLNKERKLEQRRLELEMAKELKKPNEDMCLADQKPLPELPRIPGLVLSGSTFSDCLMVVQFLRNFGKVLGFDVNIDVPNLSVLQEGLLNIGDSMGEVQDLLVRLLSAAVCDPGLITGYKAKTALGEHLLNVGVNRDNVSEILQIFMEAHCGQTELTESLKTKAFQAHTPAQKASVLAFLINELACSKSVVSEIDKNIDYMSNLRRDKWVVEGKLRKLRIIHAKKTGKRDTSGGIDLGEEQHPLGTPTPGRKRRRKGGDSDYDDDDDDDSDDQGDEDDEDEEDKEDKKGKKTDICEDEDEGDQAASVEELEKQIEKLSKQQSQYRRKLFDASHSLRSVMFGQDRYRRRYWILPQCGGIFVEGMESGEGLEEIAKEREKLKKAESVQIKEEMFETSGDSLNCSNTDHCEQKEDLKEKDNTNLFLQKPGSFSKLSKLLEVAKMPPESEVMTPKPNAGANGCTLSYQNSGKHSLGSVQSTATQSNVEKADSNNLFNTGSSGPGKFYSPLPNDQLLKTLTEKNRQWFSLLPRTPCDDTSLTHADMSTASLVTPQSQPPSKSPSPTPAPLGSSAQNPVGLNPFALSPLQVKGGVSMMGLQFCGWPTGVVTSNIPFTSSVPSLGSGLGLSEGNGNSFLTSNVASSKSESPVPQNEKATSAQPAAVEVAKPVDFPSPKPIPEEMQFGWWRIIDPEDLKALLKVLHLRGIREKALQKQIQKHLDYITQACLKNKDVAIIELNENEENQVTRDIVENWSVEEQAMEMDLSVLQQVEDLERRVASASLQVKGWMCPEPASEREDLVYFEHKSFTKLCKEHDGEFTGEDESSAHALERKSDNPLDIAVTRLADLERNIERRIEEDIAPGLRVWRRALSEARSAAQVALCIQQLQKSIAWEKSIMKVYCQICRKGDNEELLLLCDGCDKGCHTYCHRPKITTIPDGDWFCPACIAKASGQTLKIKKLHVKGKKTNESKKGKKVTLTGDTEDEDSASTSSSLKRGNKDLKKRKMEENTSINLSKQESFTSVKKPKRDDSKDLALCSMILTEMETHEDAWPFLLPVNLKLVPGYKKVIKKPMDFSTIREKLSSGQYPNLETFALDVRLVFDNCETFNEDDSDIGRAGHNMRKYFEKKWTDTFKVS
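Protein-peptide AlphaScreen: BAZ2B 50 nM, b-H3K14Ac 50 nM, 1x PBS pH 7.4 + 0.01% Tween-20. Preincubation 30 min RT; cpd 30 min RT (top 110 uM); beads 20 min RT, light-protected.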
Pin1 inh: qHTS Assay to Find Inhibitors of Pin1; Peptidyl-prolyl cis-trans isomerase NIMA-interacting 1 (Homo sapiens), Q13526; Pin1 FP peptide displacement, HiFluor488, 10 min; Potency, µM (titrated, usually from 115 µM), for the others: top-dose activity, negative = inhibition, hits mostly inhibitors; 0.009% of 390,000 active; active = well fitted inhibition curve with a large enough effect in the polarisation, with a control signal flat, not every such curve was filed as active; inconclusive = small, poorly fitted or top-dose-only effect, or effect the other way, or a change in a side signal; inactive = no such curve, though single readings can be large or run the other way; the % refers to the polarisation; note: potency is the fitted concentration of half-maximal effect; % is set by controls: 0 for no effect and ±100 for the full control effect
Tb PGK inh: qHTS Assay to Find Inhibitors of Phosphoglycerate Kinase; Phosphoglycerate kinase, glycosomal (Trypanosoma brucei brucei), P07378; PGK/GAPDH coupled, Kinase-Glo luminescence, 60 min; Potency, µM (series often up to 57.5 µM), without a hit: at the top dose activity change, negative = inhibition, hits mostly inhibitors; 0.043% of 380,000 active; AID 602233, 2012; note: potency is the fitted concentration of half-maximal effect; % is set by controls: 0 for no effect and ±100 for the full control effect; nearly all actives have a fitted effect of over 60% in size
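Recombinant glycosomal PGK reaction used 1,3-bisphosphoglycerate generated in-well by GAPDH (100nM final) in 100mM TEA pH 7.6, 5mM MgCl2, 0.01% Tween-20. After 60 minutes at room temperature, ATP was read by Kinase-Glo Plus luminescence end-point.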
ERG Ets-DNA blk: qHTS for Small Molecule Inhibitors of the ERG Ets/DNA interaction | AID 624246, 2012 | Transcriptional regulator ERG (Homo sapiens), P11308 | fluorescence polarization, His-ERG Ets domain / labelled DNA | Potency, µM (highest dose often 76.9 µM), for inactives: top-dose FP activity, negative = inhibition, usual class: inhibitors | 0.028% of 370,000 active; active = well fitted inhibition curve with a large enough effect in the polarisation, with a control signal flat; inconclusive = small, poorly fitted or top-dose-only effect, or effect the other way, or a change in a side signal; inactive = no such curve, though single readings can be large or run the other way; the % refers to the polarisation;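 note: polarization taken with two DNA probes labelled with fluorescein and Texas red; potency is the fitted concentration of half-maximal effect; % of control where 0% means no effect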
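His-tagged ERG Ets domain (1 uM in the protein solution; 300mM KCl, 50mM Tris-HCl, 1mM EDTA, 1mM DTT, pH 7.5) received compound, then a probe mix of 5 nM fluorescein-DNA and 100nM Texas-615-DNA. Fluorescence polarization was read for both dyes.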
Starred values were filed as active, the others as inactive; i = inactive; ? = inconclusive; · = not tested or not shown; & = joins results of further samples; [ ] = remark or other dose. Unless noted, calls come from the whole dose curve; as a rule, active = well fitted curve in the direction sought with a large enough effect; inconclusive = small, poorly fitted or top-dose-only effect, or another doubt; inactive = no such curve, though single readings can be large; an effect the other way counts as inactive or inconclusive.

JMJD2A Tudor	Pin1 inh	PI4K2A block	G9a block	HP1b binding inh	GLS inhibitor	ERG Ets-DNA blk	BAZ2B inh	Tb PGK inh	mol
-5.9%	1.6%	-1.8	18.0%	27.9%	2.5%	7.7%	-13.6%	3.7%	CC(=O)Nc1ccc(NC(=O)C(C)OC(=O)CCCOc2ccc(Cl)c(C)c2)cc1 (stereo unspecified)
-13.3%	-9.8%	3.5	?	51.6%[activator]	-5.4%	7.9%	-20.1%	-6.4%	Cc1c([N+](=O)[O-])c(C/C=N/O)nn1C
-20.3%	0.8%	-7.4	-12.6%[59 µM]	30.4%	-2.2%	14.6%	-6.0%	-4.8%	Cc1ccccc1N(CC(=O)O)S(C)(=O)=O
-2.9%	-4.7%	-3.2	?	52.6%[activator]	-0.8%	4.0%	4.6%	1.1%	CSc1nc(O)c(C(c2ccccc2)c2c(O)nc(SC)[nH]c2=O)c(=O)[nH]1
4.3%	0.2%	-4.3	·	29.7%	-3.3%	-4.3%	4.9%	-8.8%	COc1ccc(NC(=O)CC(CC(=O)O)c2cc(OC)c(OC)c(OC)c2)cc1 (stereo unspecified)
-34.9%	-5.1%	-0.4	10.2%	67.2%[activator]	11.1%	-2.1%	-30.6%	-0.2%	C/C(=N\NC(=O)c1ccc(COc2ccccc2)cc1)c1ccncc1
-5.6%	-2.1%	4.9	·	13.8%	-3.8%	-10.9%	9.0%	-3.3%	CSc1ncccc1C(=O)NC1CCCc2c1cnn2-c1ccc(C)c(C)c1 (stereo unspecified)
29.6%&-12.1%	-4.5%&-5.5%	-2.1&-5.0	15.0%&-7.3%[59 µM]	73.1%&11.4%[activator]	-6.9%&5.8%	8.5%&-1.6%	-11.3%&2.8%	-8.6%	CCc1nn(CCCC(=O)NCc2ccc(C)cc2)c(=O)c2cc3occc3n12
1.0%	3.0%	0.1	-18.9%	32.3%	0.5%	-3.7%	-10.2%	3.4%	COCCCn1cc(C(=O)c2cc(OC)ccc2OCC(=O)N2CCCCC2C)cc(C#N)c1=O (stereo unspecified)
22.0%	-2.9%	-6.4	16.5%[59 µM]	36.4%	-2.2%	-3.1%	44.8%[activator][57.1 µM]	-3.3%	Cc1ccc(Cl)cc1N1CCN(C(=O)c2noc3c2CCCC3)CC1
?	0.5%	-0.6	-19.3%	?	9.4%	-0.6%	?	-12.6%	Cc1cccc(NC(=S)N=Nc2c(O)[nH]c3ccccc23)c1
-15.9%	4.8%	1.1	0.3%	-13.7%	-21.1%	2.4%	1.1%	1.8%	CCn1nc(C)c(CNCc2cn[nH]c2-c2cc3ccccc3o2)c1C
-26.5%	3.9%	1.4	?	4.2%	14.7%	8.5%	-33.5%	10.7%	C=CCn1c(O)c(N=Nc2ccccc2)c2ccccc21
-25.4%	-1.1%	-11.0	2.9%[12.7 µM]	6.1%	4.5%	-6.2%	-26.7%	i	Cc1ccc2c(C(=O)N3CCN(c4ccccc4)CC3)cc(-c3cccnc3)nc2c1C
10.9%	3.7%	2.8	13.8%	41.1%[activator]	-7.1%	1.7%	-38.3%	i	COc1ccc(C(=O)NCC(=O)N/N=C(\C)Cc2ccccc2)cc1
-0.7%	5.3%	2.2	25.1%	40.3%[activator]	-13.0%	-7.9%	-4.7%	0.3%	O=S(=O)(c1cccc(S(=O)(=O)N2CCOCC2)c1)N1CCCCCC1
-23.3%	-15.0%	-1.3	?	16.7%	3.7%	-6.9%	-27.8%	-6.4%	Cc1ccc(CNC(=O)Nc2ccc(F)cc2F)n1C
6.2%	-3.5%	5.1	24.8%	68.2%[activator]	-4.4%	-3.1%	7.4%	-2.9%	COc1ccc(NC2=Nc3ccccc3N3C2=Nc2c(c(C)nn2-c2ccc(C)cc2)C3c2cccnc2)cc1 (stereo unspecified)
-12.5%	0.1%	-0.7	?	42.6%[activator]	-3.1%	3.7%	-27.2%	-2.6%	O=C(CCCCCBr)N1CCC(CC2CC(c3ccc(Cl)cc3)=NO2)(C(=O)NCC2CCCCC2)CC1 (stereo unspecified)
-17.9%	-0.8%	-11.9	-7.0%[59 µM]	17.2%	17.4%	-1.8%	7.2%	-2.6%	CCC(C)OC(=O)C1C(c2ccccc2)C(C(=O)O)C1c1ccccc1 (stereo unspecified)
-27.3%	-0.8%	-3.9	-3.9%[59 µM]	3.5%	-4.5%	19.4%	-17.8%	-2.3%	CCc1ccccc1Nc1ncnc2c1cnn2-c1ccc(C)cc1C
-10.6%	15.9%	11.5	-11.5%	8.2%	9.5%	-4.4%	-8.0%	-3.1%	COC(=O)CCC(=O)N1CCc2cc(S(=O)(=O)N3CCN(c4ccccc4Cl)CC3)ccc21
8.4%	-0.6%	-2.1	-3.4%	57.1%[activator]	-2.8%	3.5%	11.3%	-8.4%	CC(CCc1ccccc1)NC(=O)COC(=O)CC1CC2CCC1C2 (stereo unspecified)
-12.3%	0.7%	5.9	-12.3%	13.6%	3.6%	-6.3%	0.9%	-9.2%	CCOc1ccccc1N1CCN(C(=O)CCCc2nc3ccccc3s2)CC1
-8.2%	0.7%	4.8	·	19.4%	-0.4%	11.4%	·	-7.7%	COc1ccc(CNS(=O)(=O)c2ccc(F)cc2Br)cc1
-17.6%	-2.7%	-6.9	7.0%	0.4%	0.6%	-0.6%	-10.3%	-3.5%	CCOC(=O)C1(Cc2ccccc2)CCN(Cc2ccc(C)s2)CC1
32.1%[activator]	5.0%	7.3	65.7%[activator][59 µM]	117.3%[activator]	3.5%	-3.5%	76.0%[activator]	0.9%	C=CC[C@@H]1Cc2c(Br)ccc(Br)c2[C@@H](CC=C)N1
2.7%	0.6%	-0.9	-48.0%[59 µM]	20.9%	18.7%	3.6%	-6.2%	4.0%	CC(/C=N/O)Cc1ccc2c(c1)OCO2 (stereo unspecified)
-3.6%	10.6%	-9.0	20.7%[12.7 µM]	34.4%	1.8%	-13.3%	3.9%	-9.9%	CCCSc1nn2c(=O)c3ccccc3nc2s1
2.0%	-7.2%	-9.5	?	21.6%	-11.8%	-11.6%	1.7%	i	OCCCNc1ncnc2scc(-c3ccc(Cl)cc3)c12
-9.0%	22.0%	-3.2	1.6%	20.0%	0.0%	1.4%	6.3%	i	O=c1ccc(S(=O)(=O)N2CCCC2)cn1Cc1nc(-c2ccc(F)cc2)no1
-2.9%	6.4%	-0.1	?	41.7%[activator]	23.8%	9.4%	56.2µM*	-2.6%	CCn1c(SCc2nc3sc(C(=O)O)c(C)c3c(=O)[nH]2)nnc1-c1ccc(Cl)cc1
-14.8%	-5.8%	-3.4	15.1%[59 µM]	28.8%	2.3%	2.9%	-10.0%	-2.1%	Cc1ncc([N+](=O)[O-])n1CCOC(=O)NC(NCc1ccccc1Cl)C(Cl)(Cl)Cl (stereo unspecified)
-17.4%[57.1 µM]	9.1%	5.9	2.7%	19.6%	15.4%	5.9%	-12.0%	-3.4%	COc1cc(C)c(Cl)c(C)c1S(=O)(=O)NCc1cccnc1
-8.0%	1.4%	-3.2	?	22.3%	3.7%	11.0%	-34.9%	3.8%	COCCCN1C(=O)C(=O)/C(=C(/O)c2ccc(OC)cc2)C1c1cccc(OC)c1 (stereo unspecified)
5.4%	2.1%	-10.3	-1.6%[12.7 µM]	15.1%	-4.3%	-1.4%	-5.9%	-5.0%	CC(C)CCN1CC(O)=C(c2nc(-c3ccc(Cl)cc3)cs2)C1=N
-26.9%	3.6%	1.0	-11.6%	8.5%	9.1%	-5.8%	-26.4%	i	Cc1cc(=O)oc2c(C)c(OCC(=O)N3CCN(c4ccc(F)cc4)CC3)ccc12
0.0%	-3.2%	-5.0	8.1%[59 µM]	43.1%[activator]	2.2%	1.7%	0.8%	-7.5%	CCc1ccccc1NC(=O)c1sc(-n2nc(C)c(Cc3ccc4c(c3)OCO4)c2C)nc1C

Compound activity: PubChem BioAssay, National Center for Advancing Translational Sciences (NCATS)
